High-throughput results: PubChem BioAssay, several laboratories
Yfh1-off respiration – enhancers of respiration in Yfh1-depleted yeast, dose response, Friedreich's ataxia, plus single-dose screen (AID 1465) | S. cerevisiae Yfh1-off respiration, WST-1 reduction, 72 h; higher fold induction means a stronger effect | fold induction at 50 µM; hits with a dose series show EC50 in µM | 0.074% of 220,000 active;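 active = fold induction of absorbance versus untreated yeast above a set limit, then at least 30% activation at any dose in follow-up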;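 also: activators that raise dye reduction in frataxin-depleted yeast; strong numbers were not always called active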
Autophagy mod – modulators of autophagy; MEF GFP-LC3 puncta imaging; test concentration mostly 10 µM; calls only at 10 µM (by protocol); 0.98% of 190,000 active;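 active = percentage of spot-positive cells more than 3 SD above its plate mean, without a fluorescence outlier flag or 80% toxicity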;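 also: spot-positive cell cutoff set from DMSO-treated cells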
P. falciparum M17LAP – P. falciparum M17LAP inhibitors, primary screen, biochemical, fluorogenic H-Leu-NHMec substrate, 1536-well (AID 1619). one-dose inhibition, % at 30 µM; IC50 in µM for titrated hits. recombinant M17LAP, H-Leu-NHMec fluorogenic kinetic assay; higher % means a stronger effect. 0.38% of 220,000 active;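 active = compound inhibiting the enzyme by more than half at any dose during confirmatory dose-response retesting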;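 also: plate controls were full reaction with DMSO carrier for no effect and no enzyme background for full effect; strong numbers were not always called active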
MT stabilizer – microtubule stabilization, imaging screen; HeLa tubulin immunostaining HCS, 24 h; share of cells brighter than vehicle mean+2SD; % tubulin-high responders, % at 10 µM; 0.83% of 200,000 active; AID 2205;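 active = plate Z-score above 3 for both tubulin-high and condensed-nucleus cell shares, with cell loss under 80%, at 10 µM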;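 also: anti alpha tubulin signal scored within the nucleus-defined area of each cell; some results filed as inactive read as strong as hits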
NOD2 inhibition – inhibition of NOD2-driven NF-kB reporter – cell-based, luminescence, uHTS, HEK293 (AID 1566). HEK293 NOD2/NF-kB luciferase reporter, luminescence; higher % means a stronger effect. one-dose inhibition, % at 4 µM; EC50 in µM for titrated hits. 0.63% of 290,000 active; in the data active = inhibition above about 50%; also: many of its hits are not listed in these tables
Insulin prom up – MIN6 insulin promoter up-regulation; 0.3% of 190,000 active; MIN6 insulin promoter-GFP reporter, high-content imaging; active compounds read high; z-score at 5 µM;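 active = z-score above 3 at 5 µM with at least 500 cells counted in the well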
NOD1 NF-kB reporter – NOD1 signaling inhibitors, primary screen, cell-based, luminescence, uHTS (AID 1578); NOD1-driven NF-kB luciferase reporter cells, luminescence; higher % means a stronger effect; inhibition, % at 4 µM; hits with a dose series show EC50 in µM; 1% of 290,000 active; in the data active = inhibition mostly above about 36%, no sharp cut-off; inactive = mostly below about 34%;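 also: HEK-293T reporter cells stimulated with the NOD1 agonist gamma-tri-DAP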
b-catenin transl – modulators of beta-catenin nuclear translocation; AID 1665; nuclear translocation activity, % at 5 µM; HeLa beta-catenin nuclear translocation, immunofluorescence imaging; 0.3% of 190,000 active;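 active = nuclear translocation activity above 50% at 5 µM, with a well cell count of 50 or more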;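 also: per-cell ratio of nuclear to cytoplasmic median beta-catenin stain intensity; plate controls were DMSO negative control for no effect and GSK-3 inhibitor IX positive control for full effect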
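assay system = human HeLa cells, endogenous beta-catenin | times = compound treatment 24 h, 37°C, 5% CO2 | detection = Anti-beta-catenin immunofluorescence on PFA-fixed, Triton-permeabilized cells, DAPI nuclei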
Dynein cargo inh – dynein cargo transport inhibition | 3617.4 mouse cells, GR-EGFP nuclear translocation imaging; test concentration mostly 20 µM; stimulated with dexamethasone, 1 µM; active compounds read low | z-score, hits read low | 0.47% of 220,000 active;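 active = plate z-score of nuclear minus cytoplasmic receptor signal below a set negative limit, without overly bright fluorescence or cell loss, cut at about -3.5 in these data, passing the limit was not always enough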;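 also: z-score of nuclear minus cytoplasmic ring GR-EGFP intensity difference per well; some compounds called inactive have numbers as strong as hits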
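Buffer or medium: tetracycline-free induction medium containing charcoal-stripped FBS / Reagent: dexamethasone agonist, 1.0 µM final, for 30 min / Technique: automated 10x imaging of fixed Hoechst-stained cells / Times: induction 48 h, compound 1 h, agonist 30 min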
Dynein cargo inh cytoplasmic EGFP – second read-out of Dynein cargo inh, no call of its own (marks repeat the call); z-score; measured here: cytoplasmic GR-EGFP intensity; active compounds read high
Dynein cargo inh nuclear GR-EGFP – second read-out of Dynein cargo inh, no call of its own (marks repeat the call); z-score; measured here: nuclear GR-EGFP intensity;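 lower value marks the stronger effect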
Dynein cargo inh cell count – recorded beside Dynein cargo inh, whose call it bears; z-score; measured here: cell count per field
Insulin prom up cell count – second read-out of Insulin prom up, no call of its own (marks repeat the call); cell count; measured here: cytotoxicity, nuclei count;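 total cells summed across four imaged fields per well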
b-catenin transl cell count 5 µM – recorded beside b-catenin transl, whose call it bears; cell count; measured here: cell count, cytotoxicity flag
MT stabilizer Hoechst-high % – recorded beside MT stabilizer, whose call it bears; % Hoechst-high responders; measured here: nuclear condensation Hoechst responders;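 share of cells brighter than vehicle mean plus two SD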
MT stabilizer cytotoxicity % – second read-out of MT stabilizer, no call of its own (marks repeat the call); toxicity, %; measured here: cytotoxicity by cell density;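 0% = mean cell density of plate MIN control wells and 100% = no cells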
Autophagy mod cell loss 18 h – further read-out of Autophagy mod, marked with its call; toxicity, %; measured here: cell loss, nuclei count;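 cell loss after 18 h compound exposure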
Starred values were filed as active, the others as inactive; i = inactive; nt = no result given.

SMILES	Yfh1-off respiration	Autophagy mod	Autophagy mod cell loss 18 h	P. falciparum M17LAP	MT stabilizer	MT stabilizer Hoechst-high %	MT stabilizer cytotoxicity %	NOD2 inhibition	Insulin prom up	Insulin prom up cell count	NOD1 NF-kB reporter	b-catenin transl	b-catenin transl cell count 5 µM	Dynein cargo inh	Dynein cargo inh cytoplasmic EGFP	Dynein cargo inh nuclear GR-EGFP	Dynein cargo inh cell count
CCOc1ccccc1NC(=O)c1cnc2n(c1=O)CCS2	i	i	8	-3%	2.5	1.2	1.9	-12%	-0.42	1515	-27%	1.2	1382	-0.71	-0.38	-0.23	0.96
COc1c2c(nc3occc13)C(CC=C(C)C)(OC)C(O)CC2 (stereo not given)	i	i	-5	3%	2.5	1.6	8.0	-1%	0.09	1175	-35%	-2.2	1155	-0.46	-0.29	-0.2	0.81
O=C(NCC1CCCO1)c1ccc2c(=O)n(Cc3cccc(Br)c3)c(=S)[nH]c2c1 (stereo not given)	i	i	-9	-6%	1.7	1.9	8.2	10%	-0.45	1248	-39%	-1.6	1022	-0.37	-0.26	-0.43	0.74
CCCC(=O)Nc1ccc(Cl)c(NC(=S)NC(=O)c2cc3ccccc3o2)c1	i	i	8	-9%	3.6	2.3	2.8	-52%	0.53	1466	-12%	-1.3	1064	-0.13	-0.26	0.085	0.46
COc1cccc(NC(=O)c2ccccc2-c2ccccc2)c1	i	i	-2	-6%	2.7	2.8	4.4	4%	1.1	1603	-8%	-4.2	1099	0.73	-0.048	1.1	-0.16
COc1ccc(Oc2ccc(-c3ccn[nH]3)cc2)cc1	i	nt	nt	0%	nt	nt	nt	-46%	0.68	1103	-8%	0.2	1284	1.3	-0.14	0.58	-0.54
COc1ccccc1N(CC(=O)N(c1ccccc1)C(C)C)S(=O)(=O)c1cccs1	i	i	-11	1%	3.5	2.9	4.1	0%	-0.95	1385	-15%	-4.7	1075	-0.17	-0.24	-0.46	0.77
CCCc1c(-c2ccc(O)cc2)nn(-c2ccc(O)cc2)c1-c1ccc(O)cc1	i	nt	nt	12%	nt	nt	nt	3%	-0.13	1136	7%	-0.5	1206	1.5	0.92	1.5	-3.7
CN(C)/C=N/N(C)c1ncccc1[N+](=O)[O-]	i	nt	nt	-5%	nt	nt	nt	15%	-0.5	1000	-1%	0.0	1327	-0.59	-0.23	0.11	0.03
C/C=C/C(=O)OCC(=O)Nc1ccc(OC)c(Cl)c1	i	i	5	-2%	1.7	2.8	5.9	-12%	0.02	1341	-13%	0.1	962	-0.42	-0.26	-0.055	0.44
CCCNC(=O)c1onc(CSc2cccc(OC)c2)c1C(=O)NCCC	i	nt	nt	-10%	nt	nt	nt	8%	0.27	859	-4%	0.4	1093	2.9	-0.54	1.7	-1.9
Clc1ccc2c(c1)C=Nc1c(NCc3ccccc3)ncnc1O2	nt	i	1	-2%	2.4	1.7	3.3	15%	-0.78	1579	16%	-0.4	1370	-0.94	-0.17	-0.3	0.12
CCCCOC(=O)C1Cc2ccccc2C(=O)O1 (stereo not given)	i	i	27	5%	1.4	1.8	4.3	3%	-0.02	980	-18%	nt	nt	-0.78	-0.27	-0.26	0.39
C=CCOc1ccc(/C(O)=C2/C(=O)C(=O)N(CCCn3ccnc3)C2c2ccco2)cc1 (stereo not given)	i	i	-18	24%	2.1	1.8	8.2	-2%	0.42	1551	-38%	-3.2	1087	-0.88	0.6	0.042	0.46
CCOc1cc2c3c(c1)C1(C(=O)N3C(C)(C)C=C2C)C(C#N)=C(N)Oc2cc(O)ccc21 (stereo not given)	i	i	-6	-15%	7.6	5.1	0.9	-19%	-0.12	1323	2%	1.3	1190	-1.5	0.2	-0.86	-4
O=C(N/N=C/c1cnc(N2CCCCC2)s1)c1ccc(C(F)(F)F)cc1	i	i	23	-3%	3.5	2.6	9.0	15%	-1.3	1422	28%	2.5	920	-0.58	-0.25	-0.22	0.59
C=CCn1c(SCC(=O)NC(=O)NCc2ccco2)nc2sc(CC)cc2c1=O	i	i	-11	-3%	3.3	2.3	9.2	21%	-0.93	1178	-8%	-2.1	974	-0.56	0.078	0.23	0.6
O=C(Cn1cnc2ccccc2c1=O)N1CCN(Cc2ccc3c(c2)OCO3)CC1	nt	i	4	20%	3.2	2.1	8.8	0%	-0.19	972	12%	0.0	1103	-0.064	0.019	-0.015	0.26
CCC(C)[C@H](NC(=O)NCc1ccc(S(N)(=O)=O)cc1)C(=O)OC (stereo not given in full)	i	i	10	-1%	6.9	2.0	9.6	23%	nt	nt	-7%	0.6	555	-0.75	-0.0013	0.34	0.03
O=C(CCCC(=O)N/N=C\c1ccccn1)N/N=C\c1ccccn1	i	i	9	25%	2.5	2.7	2.6	15%	0.45	1135	19%	-0.6	468	-0.23	-0.039	0.66	0.065

An excerpt from above in order of the NOD1 NF-kB reporter value, smallest number first.
SMILES	NOD1 NF-kB reporter
C=CCn1c(SCC(=O)NC(=O)NCc2ccco2)nc2sc(CC)cc2c1=O	-8%
CCOc1cc2c3c(c1)C1(C(=O)N3C(C)(C)C=C2C)C(C#N)=C(N)Oc2cc(O)ccc21 (stereo not given)	2%
O=C(N/N=C/c1cnc(N2CCCCC2)s1)c1ccc(C(F)(F)F)cc1	28%

More records follow:
SMILES	Yfh1-off respiration	Autophagy mod	Autophagy mod cell loss 18 h	P. falciparum M17LAP	MT stabilizer	MT stabilizer Hoechst-high %	MT stabilizer cytotoxicity %	NOD2 inhibition	Insulin prom up	Insulin prom up cell count	NOD1 NF-kB reporter	b-catenin transl	b-catenin transl cell count 5 µM	Dynein cargo inh	Dynein cargo inh cytoplasmic EGFP	Dynein cargo inh nuclear GR-EGFP	Dynein cargo inh cell count
O=C(c1ccco1)c1cn(CC(=O)N2CCCCC2)c2ccccc12	i	i	6	33%	4.9	2.7	16	1%	0.02	1439	-6%	1.2	1373	0.26	-0.35	0.44	0.076
O=C1CC(c2ccc(O)cc2)Oc2cc(O)cc(O)c21 (stereo not given)	i	i	-48	22%	4.5	3.7	3.7	9%	nt	nt	-23%	-0.4	584	-0.63	-0.3	-0.14	0.48
Cc1ccc(Nc2nnc(SCC(=O)c3ccc(Br)s3)s2)c(C)c1	i	i	15	27%	1.6	1.7	10	-6%	-0.26	1395	2%	-1.1	966	0.6	-0.045	0.44	-0.14
Cc1ccc(-n2c(CNc3ccc(F)cc3)nnc2SCC(N)=O)cc1	i	i	-5	13%	3.9	1.5	6.2	8%	0.06	1484	-10%	-1.1	1468	-0.7	-0.25	-0.17	0.066
OCCN=C(c1ccccc1)C12CN3CN(CN(C3)C1)C2	i	i	9	0%	5.5	2.0	5.9	15%	0.26	1229	16%	0.3	1197	0.8	-0.083	0.81	0.46
CSCCC(NC(=O)c1ccoc1C)C(=O)O (stereo not given)	i	i	32	1%	2.9	2.2	5.8	10%	0.99	958	-12%	2.7	1123	-1.5	-0.23	-0.13	0.79
CCCCN1C(=S)NC[C@@H]1Cc1ccc(O)cc1	i	nt	nt	17%	nt	nt	nt	5%	1.1	539	1%	-0.3	1107	-0.32	-0.8	-0.11	0.12
Cn1ncc(Cl)c(Oc2ccc(C(C)(C)C)cc2)c1=O	i	i	0	10%	3.0	1.9	7.5	15%	1.1	1262	20%	nt	nt	-1.1	-0.11	-0.75	0.29
Cc1ccc2c(CC(=O)O)coc2c1C	i	i	-8	-4%	2.4	1.5	0.1	14%	nt	nt	16%	nt	nt	2.6	-0.2	1.4	-0.48
CC1CCc2nn(CC(=O)Nc3ccc(F)cc3F)cc2C1 (stereo not given)	i	nt	nt	7%	4.8	2.6	8.1	0%	0.32	2040	-16%	-2.7	1160	-0.28	-0.17	0.16	0.066
Cc1cccc(N(C(=O)CS(=O)CC(=O)Nc2ccc3c(c2)OCO3)C(C)C(=O)NC2CCCC2)c1C (stereo not given)	i	nt	nt	5%	nt	nt	nt	-20%	-0.68	980	2%	-0.6	1308	2.6	-0.18	2.3	-2.2
COc1cc(CNn2nnnc2N)ccc1OCC(=O)NC(C)(C)C	i	i	-7	6%	1.5	1.4	21	16%	-0.16	944	-4%	nt	nt	-0.51	-0.3	-0.27	0.45
Cc1cc(OCc2nc3ccccc3s2)ccc1N	i	nt	nt	-11%	nt	nt	nt	-113%	-0.5	938	5%	0.3	1313	-0.29	-0.25	0.31	0.18
COc1ccc(N2CCN(C(c3cccs3)C(C)NS(C)(=O)=O)CC2)cc1 (stereo not given)	i	i	-5	-7%	3.2	2.0	5.6	18%	1	1137	-13%	-0.9	1157	-0.79	-0.18	-0.45	0.37
Cc1c(NC(=O)C(C)Sc2nc3ccccc3c(=O)n2CCO)c(=O)n(-c2ccccc2)n1C (stereo not given)	i	i	0	10%	2.3	1.3	5.3	2%	0.34	1335	-18%	-5.5	1023	-0.039	-0.2	0.0061	-0.29
Cc1cccc(C)c1NC(=O)CSc1nnnn1C	i	i	1	11%	3.4	2.6	12	-2%	0.12	1210	-13%	-2.9	1145	-0.78	-0.26	-0.2	0.43
COC(=O)c1ccc(CSc2nnnn2Cc2ccccc2)cc1	i	i	2	11%	3.0	2.2	7.4	10%	0.78	1246	-11%	0.8	1010	0.59	-0.27	0.3	1
CC(C)(C)S(=O)(=O)c1ccc2nc3c(n2c1)CCCC3	i	i	10	-58%	1.3	1.3	0.4	6%	-0.39	1388	4%	-2.9	1018	0.43	-0.22	0.052	-0.11
CCS(=O)(=O)CCn1c([N+](=O)[O-])cnc1C	i	i	-5	9%	3.2	2.6	0.7	16%	nt	nt	-20%	nt	nt	-0.56	-0.15	0.24	0.71
CC(=O)Nc1nc2c(c3c1c(=O)oc1ccccc13)CCCCC2	nt	i	-15	12%	1.9	0.9	4.1	1%	-1.2	902	-28%	nt	nt	-0.15	-0.25	0.15	0.37
CC(C)NC(=O)CSc1ccccc1C(=O)NCc1ccc2c(c1)OCO2	i	i	-2	4%	2.3	1.7	3.3	-3%	nt	nt	-1%	nt	nt	0.028	-0.14	0.053	1.1

These rows are one share of the data; the hit share may differ from the screen's.
